Screens (PubChem BioAssay)
KKLEB tox: cytotoxicity in KKLEB CF airway cells, primary screen, cytotoxicity control for CF NF-kB inhibitor project, cell-based, uHTS, fluorescence assay plates | KKLEB CF airway cells viability, ATPlite luminescence, overnight; active compounds read low; cells stimulated with P. aeruginosa culture filtrate | activity change (cytotoxicity), % at 5 µM | 0.36% of 360,000 active | AID 602141, 2011;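 active = corrected activity change at or below -50% at 5 µM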
Vif imaging: HIV Vif self-association inhibitors, primary screen, imaging, HEK293T, single point; inhibition, % at 7.49 µM; HEK293T cells, Vif self-association by quenched fluorescence, 24 h; 0.35% of 340,000 active; in the data active = inhibition above about 50%, passing the limit was not always enough; also: some results filed as inactive read as strong as hits
NR2E3 ag-1: inhibitors of NR2E3-RetCOR corepressor binding, primary screen, NR2E3 agonist project, biochemical, TR-FRET, GST-NR2E3, biotin-RetCOR | 0.12% of 320,000 active | AID 2300, 2010 | inhibition of corepressor binding, % at 4.78 µM | 1536-well;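 active = percent inhibition above the cutoff of mean plus 3 SD of all tested compounds, set per screening campaign, cut at about 20% in these data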;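 also: 0% = DMSO wells and 100% = biotin wells as full block of FRET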
Target sequence (Q9Y5X4 whole entry, looked up): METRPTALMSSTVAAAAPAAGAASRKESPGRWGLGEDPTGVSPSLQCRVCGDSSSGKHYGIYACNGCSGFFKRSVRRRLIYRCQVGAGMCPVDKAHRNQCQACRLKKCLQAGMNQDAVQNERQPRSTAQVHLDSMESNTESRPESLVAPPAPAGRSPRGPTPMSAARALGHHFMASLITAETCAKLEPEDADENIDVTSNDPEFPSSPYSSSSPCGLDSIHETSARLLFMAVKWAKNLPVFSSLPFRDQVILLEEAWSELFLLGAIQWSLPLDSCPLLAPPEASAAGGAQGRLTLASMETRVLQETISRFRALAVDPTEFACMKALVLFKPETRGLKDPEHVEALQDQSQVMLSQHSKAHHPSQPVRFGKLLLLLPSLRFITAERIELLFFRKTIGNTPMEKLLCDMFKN
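Assay system: NR2E3–RetCOR corepressor complex. Quantity: 1.35 nM GST-NR2E3. Buffer or medium: pH 7.5 Tris-based buffer. Reagent: biotinylated RetCOR corepressor at 7 nM final. Schedule: 5 h at 4 °C. Detection: TR-FRET, emission read at 617 and 671 nm. Replicates: one well per compound, singlicate testing.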
HIF-2a block: HIF-2a reporter inhibitors, primary screen, luminescence, 786-0 RCC cells. inhibition, % at 18.8 µM. AID 624352, 2012. 0.72% of 360,000 active. 786-0 RCC cells HIF-2a reporter, luciferase luminescence, overnight;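 active = inhibition of the luminescence signal of 40% or more relative to plate controls, in a single-dose primary screen at 18.75 µM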
CF NFkB inh: inhibitors of PAF-induced NF-kB signaling, primary screen, cell-based, GFP fluorescence, uHTS. 0.86% of 360,000 active. KKLEB NF-kB-GFP reporter, GFP fluorescence overnight. AID 588850, 2011. inhibition, % at 5 µM;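 active = at least 50% inhibition at 5 µM, scaled per plate between neutral and stimulator controls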;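 also: PAF is a Pseudomonas aeruginosa culture filtrate used as stimulus; plate controls were PAF-stimulated DMSO wells for no effect and unstimulated DMSO wells for full effect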
Shn3 3UTR inh: reduction of Shn3 3'UTR firefly luciferase signal, primary screen, Schnurri-3 inhibitor project, cell-based, Clone20 osteoblasts, set 2 | inhibition, % at 12.5 µM | 0.52% of 360,000 active | Clone20 osteoblast Shn3 3'UTR firefly luciferase, 24 h;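 active = mean inhibition of at least 75% with every replicate also reaching 75%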;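 also: 0% = median of neutral control wells and 100% = pilot-screen positive control compound; some compounds past the cut are filed as inactive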
Peg3 promoter: Peg3 promoter-driven luciferase inhibitors, primary screen, cell-based, HeLa, luciferase luminescence. HeLa PEG-Prom luciferase reporter, overnight. inhibition, % at 20 µM. 1.7% of 360,000 active. AID 588405, 2011;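 active = inhibition of at least 50% at 20 µM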
NR2E3 ag-2: NR2E3 agonists in two-hybrid cells, primary screen, cell-based, luminescence, CHO-S, Gal4-NCOR/VP16-NR2E3. Photoreceptor-specific nuclear receptor (Homo sapiens), Q9Y5X4. luciferase. inhibition of corepressor binding, % at 3.98 µM. 0.35% of 360,000 active. AID 602229, 2012;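 active = inhibition above the mean of all tested compounds plus 3 SD, cut at about 70% in these data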;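 also: 0% = DMSO with NR2E3 transfected cells and 100% = cells lacking NR2E3 construct; higher means lower luciferase signal from less NR2E3 corepressor binding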
MITF TRPM1 inh: inhibitors of MITF-dependent TRPM1 promoter reporter, primary screen, cell-based, SK-MEL-5, single point, luciferase; 0.83% of 330,000 active; SK-MEL-5 TRPM1 promoter luciferase, 24 h; inhibition, % at 12.5 µM; AID 488899, 2010;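 active = mean inhibition across replicates of 60% or more, whatever share of single replicates reaches that level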; also: values of inactives mirror those of a sister screen read the other way
CaV13 FRET inh: Primary screen for inhibitors of IQ motif and Ca2+-dependent inactivation inhibitor domain binding in CACNA1D, Förster resonance energy transfer in living cells, …. inhibition, % at 12.3 µM. HEK cells, CFP/YFP FRET ICDI-IQ, plate reader, 10 min; percent FRET-ratio fall versus neutral wells. 0.098% of 340,000 active. AID 743397;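 active = mean replicate inhibition of at least 30% and at least 1% of replicates passing that level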;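 also: 0% = median of the neutral control wells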
PDI inh: inhibitors of human PDI, primary screen, biochemical, turbidity, single point, plate reader; PDI insulin aggregation turbidity, A650, 90 min; inhibition, % at 10 µM; 0.052% of 350,000 active;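 active = mean inhibition across replicates of 30% or more, whatever share of single replicates reach that level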;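 also: absorbance from insulin aggregation driven by PDI reduction with DTT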
Target sequence (P07237 whole entry, looked up): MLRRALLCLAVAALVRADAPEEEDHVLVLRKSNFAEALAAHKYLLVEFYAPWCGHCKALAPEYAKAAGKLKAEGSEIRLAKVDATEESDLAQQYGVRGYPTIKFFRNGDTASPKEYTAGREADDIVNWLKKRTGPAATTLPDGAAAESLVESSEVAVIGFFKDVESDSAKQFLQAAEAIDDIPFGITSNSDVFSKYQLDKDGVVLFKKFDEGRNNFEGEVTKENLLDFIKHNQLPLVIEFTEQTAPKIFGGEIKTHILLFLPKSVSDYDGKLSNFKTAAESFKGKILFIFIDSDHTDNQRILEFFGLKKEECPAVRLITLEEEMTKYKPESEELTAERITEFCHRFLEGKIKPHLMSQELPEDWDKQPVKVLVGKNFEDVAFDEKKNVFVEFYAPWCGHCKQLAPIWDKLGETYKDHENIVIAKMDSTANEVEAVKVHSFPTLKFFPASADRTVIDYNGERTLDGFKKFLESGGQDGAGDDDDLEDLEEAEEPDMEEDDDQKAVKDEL
* hit, by the source's call; / = not tested or not shown.

Start of the data: the first ten records, to show the layout:
SMILES	KKLEB tox	Vif imaging	NR2E3 ag-1	HIF-2a block	CF NFkB inh	Shn3 3UTR inh	Peg3 promoter	NR2E3 ag-2	MITF TRPM1 inh	CaV13 FRET inh	PDI inh
COc1ccccc1CCc1nnc(CCC(=O)NC(C)Cc2cccnc2)o1 (stereo not drawn)	22	4	1	7	-15	-16	-1	-13	11	-6	-7
COC(=O)c1ccc2nc(-c3ccco3)c(Cc3ccc(OC)cc3C)n2c1	7	/	/	-23	-6	3	-29	-14	/	-3	/
Cc1ccc(CCNC(=O)CS(=O)Cc2nc(-c3ccccc3Cl)oc2C)cc1 (stereo not drawn)	3	-24	3	-2	4	15	6	3	-8	-2	5
CCOc1ccccc1-n1c(SCC(N)=O)nnc1-c1ccco1	-3	2	0	-12	-8	0	7	5	-8	-6	-5
CCOc1ccc(C(=O)Cc2cc(OC)c(OC)cc2[N+](=O)[O-])cc1	-6	0	4	-76	22	1	-71	-21	-20	-8	-4
CCCCNS(=O)(=O)c1ccc2nc(-c3cccnc3)cc(C(=O)NC(C)CC)c2c1 (stereo not drawn)	5	4	-4	-1	0	-20	16	-17	3	-7	-16
Cc1c(OC(C)C(=O)NCCCN2CCOCC2)ccc2c3c(c(=O)oc12)CCCC3 (stereo not drawn)	6	-9	2	2	4	-5	-5	-6	4	-6	-5
CC1CC(C)CN(C(=O)CCNC(=O)Cn2cnc3ccccc3c2=O)C1 (stereo not drawn)	0	7	-2	11	0	13	9	-5	1	-4	-10
Cc1ccc(NC(=O)c2ccc(C)cc2)cc1	-9	2	4	-122	-15	-61	-175	-99	-32	-10	-5
COc1ccc(NC(=O)COC(=O)[C@@H](NC(=O)c2c(F)cccc2F)C(C)C)cc1	-3	-4	-5	6	-15	8	6	-7	15	3	4

Results (from the top)
SMILES	KKLEB tox	Vif imaging	NR2E3 ag-1	HIF-2a block	CF NFkB inh	Shn3 3UTR inh	Peg3 promoter	NR2E3 ag-2	MITF TRPM1 inh	CaV13 FRET inh	PDI inh
COc1ccccc1CCc1nnc(CCC(=O)NC(C)Cc2cccnc2)o1 (stereo not drawn)	22	4	1	7	-15	-16	-1	-13	11	-6	-7
COC(=O)c1ccc2nc(-c3ccco3)c(Cc3ccc(OC)cc3C)n2c1	7	/	/	-23	-6	3	-29	-14	/	-3	/
Cc1ccc(CCNC(=O)CS(=O)Cc2nc(-c3ccccc3Cl)oc2C)cc1 (stereo not drawn)	3	-24	3	-2	4	15	6	3	-8	-2	5
CCOc1ccccc1-n1c(SCC(N)=O)nnc1-c1ccco1	-3	2	0	-12	-8	0	7	5	-8	-6	-5
CCOc1ccc(C(=O)Cc2cc(OC)c(OC)cc2[N+](=O)[O-])cc1	-6	0	4	-76	22	1	-71	-21	-20	-8	-4
CCCCNS(=O)(=O)c1ccc2nc(-c3cccnc3)cc(C(=O)NC(C)CC)c2c1 (stereo not drawn)	5	4	-4	-1	0	-20	16	-17	3	-7	-16
Cc1c(OC(C)C(=O)NCCCN2CCOCC2)ccc2c3c(c(=O)oc12)CCCC3 (stereo not drawn)	6	-9	2	2	4	-5	-5	-6	4	-6	-5
CC1CC(C)CN(C(=O)CCNC(=O)Cn2cnc3ccccc3c2=O)C1 (stereo not drawn)	0	7	-2	11	0	13	9	-5	1	-4	-10
Cc1ccc(NC(=O)c2ccc(C)cc2)cc1	-9	2	4	-122	-15	-61	-175	-99	-32	-10	-5
COc1ccc(NC(=O)COC(=O)[C@@H](NC(=O)c2c(F)cccc2F)C(C)C)cc1	-3	-4	-5	6	-15	8	6	-7	15	3	4
O=C(Cc1ccc(Br)cc1)N(Cc1ccccc1)c1ccccn1	4	2	9	10	13	6	18	-17	-3	-5	3
COc1ccc(S(=O)(=O)N2CCCCCC2)cc1NC(=O)c1ccccc1S(C)(=O)=O	5	9	0	6	-19	-10	8	-27	17	-5	-2
Cc1c(C#N)c(N)nc2c3c(sc12)NC(=O)CC3c1ccc(Cl)cc1 (stereo not drawn)	0	31	-1	40*	-39	67	68*	16	31	/	-1
O=C(C[C@@H]1C/C=C\C[C@@H](Cc2ccc(F)cc2)C(=O)OC[C@@H](Cc2ccccc2)NC1=O)N[C@H](CO)Cc1ccccc1	6	7	/	8	3	10	63*	-11	-3	-2	9
CS(=O)(=O)c1ccc(Cl)c(NC(=O)CN2CCN(C(=O)c3cccs3)CC2)c1	9	23	/	-1	-6	-13	-6	-13	-4	-17	0
CC(C)=CC(=O)NCc1c(Cl)cccc1-n1cccc1	9	1	-1	-17	-3	11	-17	-3	10	-5	-2
COc1ccc2cc3c(N)nn(C(=O)C4CCC(C(C)(C)C)CC4)c3nc2c1 (stereo not drawn)	-7	/	1	23	82*	-4	45	-9	/	-6	3
COc1cc(CNC2CCCCCC2)cc(OC)c1	2	19	-1	12	4	19	8	-4	4	/	1
CC(Oc1ccc(F)cc1)C(=O)/C=C\N(C)C (stereo not drawn)	6	-15	3	21	2	-6	-11	-1	1	-6	3
O=C(COC(=O)c1cccc(N2C(=O)C3CC=CCC3C2=O)c1)c1ccccc1 (stereo not drawn)	-6	11	2	-11	-12	-36	-18	-4	-17	-22	2
COC(=O)[C@@]12CCCCN1[C@H](c1ccc(-c3ccc(C(C)=O)cc3)cc1)[C@@H]1C(=O)N(C)C(=O)[C@@H]12	-3	-2	2	11	19	31	-14	14	-1	-10	-6
Cc1cccc(NC(=O)c2cccc(OC(=S)N3CCOCC3)c2)c1C	-9	-2	1	-86	-9	2	-55	-38	-25	/	6
COc1ccc(CNc2nnnn2C)cc1	7	-7	1	7	-9	4	11	12	-2	-4	1
COc1ccc(N2CCN(CCNC(=O)Nc3ccc([N+](=O)[O-])cc3OC)CC2)cc1	2	8	/	8	-37	11	3	19	6	-4	-1
COc1ccc(OC)c(Nc2cc3ccccc3c(=O)[nH]2)c1	-5	-2	14	-14	10	0	3	-16	43	-8	-10
Cc1ccc(C(=O)NC(=S)Nc2ccc(-c3cc4ccccc4oc3=O)cc2)c(C)c1	1	-10	1	81*	13	48	48	28	39	/	-10
COc1ccc(CCn2nnnc2C(c2ccc(C)cc2)N2CCN(C)CC2)cc1OC (stereo not drawn)	-6	9	0	9	16	-2	15	14	-3	/	7
CC(C)n1nnnc1SCC(=O)NNC(=O)C1CCCCC1	3	21	-2	7	0	8	-1	-3	10	-7	2
COc1ccc(-n2c(Cn3c(=O)sc4ccccc43)nnc2SCC(N)=O)cc1	-20	20	0	16	-4	-2	12	16	1	-2	/
CCCCNC(=O)C1CC(=O)N(CCc2ccc(C)cc2)C1 (stereo not drawn)	7	-2	-3	20	-5	14	9	-26	2	-5	4
CCCCCCNC(=O)c1cccc(-c2ccc(C)c3ccccc23)n1	7	-4	1	13	6	11	-9	0	0	-4	-5
O=C(NCC1CCCO1)NC1CCCCC1 (stereo not drawn)	8	1	-4	-9	4	-9	5	5	-2	-5	0
CC(=NNc1ccccc1)C(C)=NNc1ccccc1	3	25	/	-21	14	11	-1	-14	-2	-5	1
CCOC(=O)c1cnc2ccc(C(=O)OC)cc2c1Nc1ccc2c(c1)OCCO2	-7	-6	-1	-14	6	7	28	-13	-9	/	-2
COc1cc(F)ccc1-c1csc(C(C)(NC(C)=O)c2ccccc2)n1 (stereo not drawn)	-2	-3	/	1	20	-14	1	-19	/	-4	10
CC1(C(=O)O)CCN1C(=O)c1cccnc1Oc1ccccc1 (stereo not drawn)	0	1	/	-1	11	13	-6	16	/	-6	1
Cc1ccnc(NS(=O)(=O)c2ccc(NC(=O)c3ccc(S(=O)(=O)N4CCCC4)cc3)cc2)n1	-6	/	2	8	10	0	7	26	7	2	-16
CS(=O)(=O)Nc1ccccc1Oc1ccccc1	6	-2	-1	18	-5	21	-2	-29	1	/	-6
O=C(NCCC1=CCCCC1)C(=O)NCC1OCCCN1S(=O)(=O)c1ccccc1 (stereo not drawn)	4	0	-4	24	-5	-8	8	-12	-2	-4	18
CCOc1cc(C2C3=C(CCCC3=O)N(C)C3=C2C(=O)CCC3)cc(Cl)c1O	-7	-3	1	10	19	-1	6	-7	11	/	7
Cc1c(C(=O)Nc2ccc(-n3cnnn3)cc2)oc2ccccc12	-14	2	-21	-40	-5	-10	9	-9	7	-10	1
CC(C)NC(=O)c1cc2c(s1)CCCC2	1	0	6	-91	-12	3	-32	-41	-16	-4	-4
COc1ccc(-c2[nH]nc3oc(=O)c(CCO)c(C)c23)cc1	1	-1	0	5	2	8	-8	12	0	-5	6
S=c1[nH]ncn1/N=C/c1cccc(Oc2ccccc2)c1	-12	33	2	-35	-9	7	-14	-5	-3	-5	7
COc1cccc(CNC(=O)Cn2c(=O)c3cccn3c3ccccc32)c1	3	0	2	0	3	10	-3	-19	-2	-2	4
Cc1ccc(S(=O)(=O)N2C[C@H]3[C@H]4C(=O)N(c5ccccc5)C(=O)[C@H]4C[C@H](OC(=O)NC4CC4)[C@@]3(O)C2)cc1	-4	1	/	-4	18	-26	-1	-10	/	-6	6
CCN1CCN(c2c(C(=O)c3ccc(OC)cc3)cnc3ccccc23)CC1	12	0	1	6	-3	-6	3	-6	-9	6	/

An excerpt from above in order of count of non-hydrogen atoms, low to high.
SMILES	KKLEB tox	Vif imaging	NR2E3 ag-1	HIF-2a block	CF NFkB inh	Shn3 3UTR inh	Peg3 promoter	NR2E3 ag-2	MITF TRPM1 inh	CaV13 FRET inh	PDI inh
CS(=O)(=O)Nc1ccccc1Oc1ccccc1	6	-2	-1	18	-5	21	-2	-29	1	/	-6
Cc1c(C(=O)Nc2ccc(-n3cnnn3)cc2)oc2ccccc12	-14	2	-21	-40	-5	-10	9	-9	7	-10	1
CCOc1cc(C2C3=C(CCCC3=O)N(C)C3=C2C(=O)CCC3)cc(Cl)c1O	-7	-3	1	10	19	-1	6	-7	11	/	7
